Nrf2 ARE act = activators of Nrf2 (ARE) signaling; AREc32 ARE-luciferase reporter (MCF7-derived line), luminescence, 24 h; Potency, µM (highest dose often 46.1 µM), inactives show at the highest dose activation, hits mostly activators; 0.31% of 410,000 active; AID 624171; note: potency is the fitted concentration of half-maximal effect; % of control where 0% means no effect; nearly all actives have a fitted effect of over 65% in size
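AREc32_Fluc, 1000 cells/well, OPTI-MEM + 5% FBS, o/n 37 deg C 5% CO2; 23 nL cpd by pin tool, 24 hr; Steady-Glo 30 min RT, luminescence.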
Nrf2 inh = blocks Nrf2 signaling; A549 ARE-Fluc reporter, luciferase luminescence, 18-24 h; Potency, µM (doses to about 46 µM), for the others: at the top dose activity change, negative = inhibition, most hits filed as inhibitors; 2.1% of 360,000 active; note: potency is the fitted concentration of half-maximal effect; % is set by controls: 0 for no effect and ±100 for the full control effect; nearly all actives have a fitted effect of over 60% in size
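Cells were seeded and rested 2 h, then exposed to compounds for 18-24 h. CellTiter-Fluor was read first as a viability measure. BugLite was added 15 min before the final luminescent read of ARE-luciferase activity in A549 cells.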
HepG2 tox = kills HepG2 cells in TGF-b inhibitor counter-screen. Potency, µM (doses to about 46.1 µM), inactives show at the highest dose activity change, negative = cytotoxicity, most hits filed as cytotoxic. HepG2 CAGA-GFP viability, ATP luminescence, 18 h. 0.76% of 410,000 active. AID 588856; note: potency is the fitted concentration of half-maximal effect; some results filed as inactive show a strong effect at the top dose
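HepG2 CAGA-GFP cells (1000/well, DMEM with 1% FBS) received compound, then TGF-beta at 500 pg/mL final, and were incubated 18 hours at 37 degrees C. Viability was read by CellTiter-Glo luminescence. Media-only wells were set as complete cell-killing and DMSO as no toxicity.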
IL-2 act = IL-2 activation; activation, % (series mostly up to about 46 µM); IL-2 activation reporter assay, cell-based qHTS; stimulated with anti-CD3/CD4/CD28 beads; in transgenic mouse T cells; 0.065% of 360,000 active; in the data active = activation above about 50%; inconclusive = mostly about 30% to 49%; note: 0% is about no effect
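Unstimulated transgenic mouse T cells; 60-min compound exposure; bead-based TCR/CD4/CD28 stimulation; 18 h culture, 37 degrees C; dual fluorescence (EGFP, DsRed) plate cytometry.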
A549 viability = kills or reduces viability of A549 cells in Nrf2 counter-screen | A549 ARE-Fluc cells, CellTiter-Fluor viability, 18-24 h | Potency, µM (series often up to 46 µM), inactives show at the highest dose activity change, negative = cytotoxicity, usual class: inhibitors | 0.16% of 390,000 active | AID 504648; note: potency is the fitted concentration of half-maximal effect; % is set by controls: 0 for no effect and ±100 for the full control effect
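Cytotoxicity counterscreen: CellTiter-Fluor fluorescence was measured in A549 ARE_Fluc cells after 18-24 h of compound exposure in a concentration series. The subsequent BugLite luminescent read reports ARE-luciferase activity.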
TGFb SMAD3 inh = blocks TGF-b signaling; HepG2 CAGA-GFP TGF-b/SMAD3 reporter, GFP fluorescence, 18 h; TGF-beta stimulated, 500 pg/mL final; Potency, µM (doses to about 46.1 µM), for inactives: at the top dose activity, negative = inhibition, usual class: inhibitors; 1.2% of 410,000 active; AID 588855; note: potency is the fitted concentration of half-maximal effect; % is set by controls: 0 for no effect and ±100 for the full control effect; nearly all actives have a fitted effect of over 65% in size
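Using HEPG2 CAGA-GFP reporter cells at 1000 cells/well, we pinned test compounds, stimulated with recombinant TGF-beta (500 pg/mL final) and measured total well GFP after 18 h.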
EPAC2 agonist = EPAC2 (human) agonism | Q8WZA2 | EPAC2 activation, biochemical qHTS; response scale: 100% = 6.5 mM cAMP response | Potency, µM (doses to about 154 µM), without a hit: at the top dose activation, actives largely listed as activators | 0.079% of 360,000 active | AID 720711; note: potency is the fitted concentration of half-maximal effect; nearly all actives have a fitted effect of over 50% in size
Target sequence (Q8WZA2 whole entry, looked up): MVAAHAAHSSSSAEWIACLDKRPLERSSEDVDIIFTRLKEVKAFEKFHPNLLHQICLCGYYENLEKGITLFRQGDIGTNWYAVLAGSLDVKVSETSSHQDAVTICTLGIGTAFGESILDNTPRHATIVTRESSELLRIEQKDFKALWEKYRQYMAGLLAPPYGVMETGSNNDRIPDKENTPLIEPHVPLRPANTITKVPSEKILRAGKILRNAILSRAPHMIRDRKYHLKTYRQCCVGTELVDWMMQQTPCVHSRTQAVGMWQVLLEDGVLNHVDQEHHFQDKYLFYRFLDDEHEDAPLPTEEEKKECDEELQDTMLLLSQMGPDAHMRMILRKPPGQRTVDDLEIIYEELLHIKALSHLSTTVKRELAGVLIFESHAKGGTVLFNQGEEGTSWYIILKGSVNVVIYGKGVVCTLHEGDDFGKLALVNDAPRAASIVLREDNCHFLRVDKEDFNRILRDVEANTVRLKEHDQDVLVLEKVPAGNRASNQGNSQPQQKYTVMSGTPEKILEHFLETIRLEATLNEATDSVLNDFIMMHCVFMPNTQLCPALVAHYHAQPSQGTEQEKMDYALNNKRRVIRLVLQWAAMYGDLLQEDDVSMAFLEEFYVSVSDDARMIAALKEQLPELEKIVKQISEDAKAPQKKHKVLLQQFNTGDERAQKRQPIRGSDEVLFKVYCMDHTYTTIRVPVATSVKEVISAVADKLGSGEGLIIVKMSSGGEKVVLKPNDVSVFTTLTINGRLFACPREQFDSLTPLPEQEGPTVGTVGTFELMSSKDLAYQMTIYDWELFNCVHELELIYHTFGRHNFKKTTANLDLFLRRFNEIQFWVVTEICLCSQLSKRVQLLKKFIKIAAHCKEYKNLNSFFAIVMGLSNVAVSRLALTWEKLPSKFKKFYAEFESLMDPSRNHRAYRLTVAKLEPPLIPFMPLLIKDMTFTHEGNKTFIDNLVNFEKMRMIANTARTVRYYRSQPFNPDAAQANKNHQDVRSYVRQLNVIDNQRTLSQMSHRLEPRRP
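qHTS, titration series. 100 nM EPAC2 / 250 nM Rap1B-BODIPY-GDP / 50 uM GDP; RT; ex 480/em 540 nm, 5-min reads to 30 min. Norm. to 6.5 mM cAMP = activation.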
ATXN2 expr inh = ATXN2 expression inhibition | 0.72% of 360,000 active | Potency, µM (top dose mostly 57 µM), for the others: at the highest dose activity change, negative = inhibition, actives largely listed as inhibitors | HEK-293 ATXN2-luciferase reporter, luminescence, 24 h; note: potency is the fitted concentration of half-maximal effect; % is set by controls: 0 for no effect and ±100 for the full control effect; nearly all actives have a fitted effect of over 55% in size
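ATXN2-luciferase reporter cells (luciferase flanked by upstream and downstream ATXN2 gene portions) were treated 24 h at 37 °C with compounds at up to 57 uM. SteadyGlo luminescence gave expression; GF-AFC fluorescence gave viability.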
S2 tox = viability counter-screen for ATXN expression inhibitors. S2 cells (HEK-293 line with an ATXN2-luciferase reporter) viability, CellTiter-Fluor protease fluorescence, 24 h. Potency, µM (highest dose often 56.7 µM), hits mostly cytotoxic. 0.49% of 400,000 active; note: potency is the fitted concentration of half-maximal effect; nearly all actives have a fitted effect of over 40% in size
The depositor's hits bear a star; i = inactive; ? = inconclusive; · = no result given; [ ] = another dose, or the depositor's remark. Unless noted, calls come from the whole dose curve; as a rule, active = well fitted curve in the direction sought with a large enough effect; inconclusive = small, poorly fitted or top-dose-only effect, or another doubt; inactive = no such curve, though single readings can be large; an effect the other way counts as inactive or inconclusive.

SMILES	Nrf2 ARE act	Nrf2 inh	HepG2 tox	IL-2 act	A549 viability	TGFb SMAD3 inh	EPAC2 agonist	ATXN2 expr inh	S2 tox
COc1ccc2c(c1)[nH]c1c(=O)n(N)cnc12	3.4%	27%	-2%	-0.5	-2%	4%	6%	20%	i
CN(C)/C=C1\N=C(c2cccs2)OC1=O	2.9%	-14%	-2%	-0.2	-8%	7%	8%	5%	i
CC(C)(C)OC(=O)N1CCN(C(=O)c2[nH]cnc2C(=O)N[C@@H](Cc2ccccc2)C(=O)OCc2ccccc2)CC1	-0.4%	5%	-37%	-4.6	1%	?	2%	?	i
COc1cc(NC(=O)Cn2cnc3sc(C)c(S(=O)(=O)N4CCN(C)CC4)c3c2=O)cc(OC)c1OC	-0.6%	-25%[9.27 µM]	0%	·	12%	11%	·	8%	i
COc1ccc(NC(=O)CSc2nnc(-c3cccs3)n2-c2ccccc2)cc1	-0.1%	-29%	-39%	15	-10%	1%	2%	-12%	i
O=C(O)c1ccsc1Cc1cccs1	0.0%	·	9%	-1.0	·	-6%	4%	·	i
CC1(C)CC(=O)c2cc3c(N)c(C(=O)NCc4ccccc4)sc3nc2C1	-0.1%	-18%	-8%	-0.5	3%	-12%	-9%	-10%	i
Cc1occc1C(=O)N/N=C/c1ccc(Br)s1	14%	?	21%	0.4	1%	6%	5%	37%	i
COc1ccc(Cc2nc3ccc(C(=O)N4C[C@@H](C)O[C@@H](C)C4)cc3o2)cc1OC	-0.1%	-26%	-1%	-5.2	-5%	-18%	4%	13%	i
CCOC(=O)c1ccc(S(=O)(=O)Nc2ccc(N3CCOCC3)cc2)cc1	4.8%	?	-9%	-0.2	2%	-3%	6%	8%	i
O=C(C1=C[C@@H](c2coc3ccccc3c2=O)C[C@@H](OCCCCO)O1)N1CCOCC1	4.8%	-11%	1%	0.0	-4%	-3%	15%	3%	i
CCN1CCN(c2ccc(S(=O)(=O)N3CCCCC3)cc2NC(=O)Cc2ccccc2F)CC1	0.7%	9%	0%	-1.7	2%	9%	10%	-8%	i
COc1cc(-c2cc(NC=O)c3ncc(-c4ccccc4)n3c2)cc(OC)c1OC	-0.3%	·	-46%	-1.0	·	?	15%	?	i
COc1ccc(CN(C(=O)c2cccs2)c2ccccc2)cc1	0.0%	-14%	-21%	-3.2	13%	-5%	13%	-30%	i
Cc1cc2ncn(C(=O)c3ccc(F)cc3)c2cc1C	0.3%	-10%	1%	-0.4	6%	0%	10%	-7%	i
O=C(Nc1sc2c(c1C(=O)O)CCC2)c1ccco1	7.3%	?	-35%	1.2	-7%	-13%	4%	7%	i
COc1cccc(-c2nnc3sc(-c4cccs4)nn23)c1	2.7%	?	-22%	0.0	-13%	1%	-7%	20%	?
COc1cc(C(C)=O)ccc1Oc1cc(NN2CCCCC2)c([N+](=O)[O-])cc1[N+](=O)[O-]	-0.8%	?	22%	-3.7	?	19%	9%	-10%	i
CC(C)C(=O)n1nc(-c2cccnc2)nc1NCc1ccc(F)cc1	-0.5%	7%	0%	0.1	10%	6%	-4%	-11%	i
Nn1c(SCC(=O)NCCc2ccc(F)cc2)nnc1C1CCCCC1	-0.1%	?	3%	-0.1	?	-3%	8%	·	i
O=C(N/N=C/c1ccccn1)c1cc(-c2ccccc2)nc2ccccc12	21%	?	-22%	-0.3	-19%	10µM*	23%	·	?
Cn1cc(Br)c(C(=O)N/N=C/c2cc3ccccc3nc2Cl)n1	-0.5%	?	9%	-2.7	-1%	-9%	-6%	6%	i
Cc1nn(Cc2c(Cl)cccc2Cl)c(C)c1C(=O)NCc1ccc(C)n1C	1.4%	15%	-13%	-0.5	0%	12%	0%[15.6 µM]	6%	i
O=C1CC(c2ccc(F)cc2)CC(O)=C1C=NCCN1CCN(C(=O)Nc2ccccc2)CC1 (stereo not given)	0.3%	-22%	-1%	2.1	-6%	19%	-5%	6%	i
Cc1ccnc(NC(=O)c2ccc(Br)s2)c1	?	?	-49%	-0.7	20%	3%	6%	·	i

Arranged by length of the SMILES (high to low): some entries from above.
SMILES	Nrf2 ARE act	Nrf2 inh	HepG2 tox	IL-2 act	A549 viability	TGFb SMAD3 inh	EPAC2 agonist	ATXN2 expr inh	S2 tox
Cc1nn(Cc2c(Cl)cccc2Cl)c(C)c1C(=O)NCc1ccc(C)n1C	1.4%	15%	-13%	-0.5	0%	12%	0%[15.6 µM]	6%	i
CC(C)C(=O)n1nc(-c2cccnc2)nc1NCc1ccc(F)cc1	-0.5%	7%	0%	0.1	10%	6%	-4%	-11%	i
COc1ccc2c(c1)[nH]c1c(=O)n(N)cnc12	3.4%	27%	-2%	-0.5	-2%	4%	6%	20%	i

Remaining list, next part:
SMILES	Nrf2 ARE act	Nrf2 inh	HepG2 tox	IL-2 act	A549 viability	TGFb SMAD3 inh	EPAC2 agonist	ATXN2 expr inh	S2 tox
Cc1ccc(N2CC(C(=O)N/N=C/c3sccc3C)CC2=O)cc1 (stereo not given)	0.5%	-3%	-6%	0.8	0%	0%	4%	11%	i
CCNC(=O)N1CCNC(=O)C1CC(=O)Nc1ccc(C(=O)OCC)cc1 (stereo not given)	0.2%	·	0%	1.4	-7%	4%	7%	53%[activator]	i
S=c1[nH]nc(-c2ccncc2)n1CC1CCCO1 (stereo not given)	0.1%	6%	0%	-0.2	-5%	6%	6%	-18%	i
CCOc1nnc(C)c2c(C)n(-c3ccc(Cl)cc3)nc12	-0.2%	6%	-4%	-0.3	-1%	?	4%	-15%	i
COc1ccccc1N1CCN(Cc2ccco2)CC1	-0.2%	0%	0%	-2.0	-4%	-8%	-7%	-2%	?
Cc1ccc(N(C)C(=O)c2cnn(-c3ccccc3)c2C)c(C)c1	0.0%[9.22 µM]	12%	2%	-3.6	-1%	-1%	1%	-8%	i
CCCCOc1ccc(CSc2nncn2N)cc1	2.9%	·	-2%	-3.0	12%	-7%	-14%	52%[activator]	i
O=c1cc2oc3cc(O)c(O)cc3c(-c3ccccc3O)c-2cc1O	?	?	-23%	-1.5	-18%	16%	2%	·	i
NC(=O)NN=C1c2cc(S(=O)(=O)N3CCOCC3)ccc2-c2ccc(S(=O)(=O)N3CCOCC3)cc21	·	26%	-10%	·	13%	-8%	·	·	·
COCCNC(=O)c1c(C)cc(C)cc1C	-0.2%	-1%	1%	0.4	-2%	10%	6%	30%	i
Cc1[nH]c2ccccc2c1CCC(N)=O	0.1%	·	1%	-2.1	2%	-1%	2%	6%	i
CC(C)(C)c1ccc(OC(=O)CN2C(=O)C3C4CCC(C4)C3C2=O)cc1 (stereo not given)	-0.5%	1%	-36%	0.0	13%	-9%	-8%	3%	i
CCCOC(=O)CCCCCCCCC(O)CN1CCCCC1 (stereo not given)	0.4%	-15%	3%	-2.2	-2%	-8%	11%	-22%	i
CC1(C(=O)NS(=O)(=O)c2ccc(Cl)s2)CCN1C(=O)Cc1ccc(Cl)cc1Cl (stereo not given)	0.3%[9.22 µM]	·	-33%	0.1	·	10%	1%	3%	i
Cc1ccc(NC(=O)NN(C)c2c(Cl)c(Cl)nn2C)cc1	0.0%	8%	4%	-1.6	-4%	8%	-2%	13%	i
CCc1ccccc1N1C(=O)N(Cc2ccc(C#N)cc2)c2ccccc2S1(=O)=O	0.6%	·	-7%	·	0%	-11%	·	-26%	i
Cc1ccc(Cl)cc1N1CCN(C(=O)CCCn2c(=O)c3cccn3c3cccnc32)CC1	-2.0%	-7%	-32%	-0.1	0%	?	15%	·	?
CC(=O)NCc1ccc(S(=O)(=O)N2CCN(S(=O)(=O)c3ccc4ccccc4c3)CC2)cc1	-0.2%	?	-2%	0.4	-10%	-10%	-1%	?	i
CCc1cnc2c(c1SCc1ccccc1C)c(=O)n(C)c(=O)n2C	0.4%	·	-3%	·	6%	?	·	4%	i
CCOC(=O)C1(Cc2ccccc2C(F)(F)F)CCN(C(C)COC)CC1 (stereo not given)	0.5%	15%	-24%	-0.3	-1%	1%	2%	-13%	i
CC1CCN(C(=O)c2ccc(Br)c(S(=O)(=O)N3CCOCC3)c2)CC1	0.3%	1%	-11%	-1.2	-2%	-6%	5%	3%	i
COC(=O)C=CC(=NNc1ccccc1)c1ccccc1	3.0%	-21%	-7%	-0.6	-12%	?	21%	0%	i
CCOC(=O)/C=C/S(=O)(=O)c1ccc(NC(C)=O)cc1	-3.0%	1%	2µM*	-3.3	·	?	13%	?	?
NS(=O)(=O)c1ccc(CNC(=O)Cc2ccc(S(=O)(=O)N3CCOCC3)s2)cc1	0.1%	-14%	-6%	-0.7	3%	-24%	9%	-2%	i

Three entries already listed, arranged by the number in IL-2 act, smallest number first:
SMILES | Nrf2 ARE act | IL-2 act | TGFb SMAD3 inh | EPAC2 agonist
COC(=O)C=CC(=NNc1ccccc1)c1ccccc1 | 3.0% | -0.6 | ? | 21%
Cc1ccc(Cl)cc1N1CCN(C(=O)CCCn2c(=O)c3cccn3c3cccnc32)CC1 | -2.0% | -0.1 | ? | 15%
COCCNC(=O)c1c(C)cc(C)cc1C | -0.2% | 0.4 | 10% | 6%

Some of the entries so far, as labelled records:
> COc1ccc(Cc2nc3ccc(C(=O)N4C[C@@H](C)O[C@@H](C)C4)cc3o2)cc1OC
  Nrf2 ARE act: -0.1% | Nrf2 inh: -26% | HepG2 tox: -1% | IL-2 act: -5.2 | A549 viability: -5% | TGFb SMAD3 inh: -18% | EPAC2 agonist: 4% | ATXN2 expr inh: 13% | S2 tox: i

> Cc1ccc(Cl)cc1N1CCN(C(=O)CCCn2c(=O)c3cccn3c3cccnc32)CC1
  Nrf2 ARE act: -2.0% | Nrf2 inh: -7% | HepG2 tox: -32% | IL-2 act: -0.1 | A549 viability: 0% | TGFb SMAD3 inh: ? | EPAC2 agonist: 15% | ATXN2 expr inh: · | S2 tox: ?

> CCCOC(=O)CCCCCCCCC(O)CN1CCCCC1 (stereo not given)
  Nrf2 ARE act: 0.4% | Nrf2 inh: -15% | HepG2 tox: 3% | IL-2 act: -2.2 | A549 viability: -2% | TGFb SMAD3 inh: -8% | EPAC2 agonist: 11% | ATXN2 expr inh: -22% | S2 tox: i
